From PubChem
Gli-Sufu antag: Gli-Sufu pathway antagonism | Sufu-KO-LIGHT fibroblasts, Gli luciferase reporter luminescence | AID 588413 | 340,000 compounds, 0.74% hits | inhibition, % at 5 µM;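 active = inhibition above about 55%, limit read from the data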;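 note: 0% = DMSO-treated cells and 100% = wells with medium but no cells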
APOBEC3A inh: inhibitors of human APOBEC3A DNA deaminase. P31941. 330,000 compounds, 0.41% hits. inhibition, % at 20 µM. AID 493011. recombinant A3A, FAM/TAMRA ssDNA deamination fluorescence;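 active = at least 40% inhibition at 20 µM here, with at most 30% in a related deaminase screen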;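 note: plate controls were A3A with DMSO for no effect and wells lacking A3A enzyme for full effect; some results filed as inactive read as strong as hits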
Target sequence (P31941 whole entry, looked up): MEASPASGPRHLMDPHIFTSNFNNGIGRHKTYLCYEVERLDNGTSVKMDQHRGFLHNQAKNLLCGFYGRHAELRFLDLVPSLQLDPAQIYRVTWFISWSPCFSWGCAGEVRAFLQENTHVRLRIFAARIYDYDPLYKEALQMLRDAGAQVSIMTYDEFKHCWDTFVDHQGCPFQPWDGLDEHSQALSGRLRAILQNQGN
CCR6 antag: blocks CCL20-driven beta-arrestin recruitment at human CCR6; AID 493098; P51684; inhibition, % at 20 µM; CHO-K1 CCR6 PathHunter beta-arrestin, luminescence, CCL20-stimulated; 340,000 compounds, 0.49% hits;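 active = compounds whose inhibition of the agonist-driven luminescence signal at 20 µM reaches about 50%, limit read from the data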;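 note: cells stimulated with CCL20 at 14 nM final; plate controls were DMSO with CCL20 for no effect and DMSO without agonist for full effect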
CXCR6 inh: inhibitors of human CXCR6 receptor. O00574. CHO-K1 PathHunter CXCR6 beta-arrestin, luminescence. inhibition, % at 20 µM. 360,000 compounds, 0.36% hits; in the data active = inhibition above about 34%, passing the limit was not always enough;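 note: antagonist mode with CXCL16 agonist at 10 nM final; 0% = 10 nM CXCL16 with DMSO and 100% = unstimulated wells without agonist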
Target sequence (O00574 whole entry, looked up): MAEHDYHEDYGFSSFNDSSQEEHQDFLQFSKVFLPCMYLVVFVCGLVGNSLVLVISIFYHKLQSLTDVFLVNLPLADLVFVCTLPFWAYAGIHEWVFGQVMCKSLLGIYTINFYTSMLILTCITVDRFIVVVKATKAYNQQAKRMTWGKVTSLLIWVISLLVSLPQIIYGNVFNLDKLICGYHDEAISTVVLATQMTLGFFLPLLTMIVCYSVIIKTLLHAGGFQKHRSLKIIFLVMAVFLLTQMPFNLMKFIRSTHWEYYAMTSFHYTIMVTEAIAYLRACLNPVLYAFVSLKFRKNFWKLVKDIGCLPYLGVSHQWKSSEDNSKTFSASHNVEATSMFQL
A3G deaminase: blocks human APOBEC3G single-stranded DNA deamination. Q9HC16. recombinant A3G, ssDNA deamination FAM/TAMRA fluorescence. inhibition, % at 20 µM. 330,000 compounds, 0.28% hits. AID 493012;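 active = inhibition of at least 40% at 20 µM, with no more than 30% in the related APOBEC3A deaminase screen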;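 note: plate controls were DMSO wells with A3G for no effect and wells lacking A3G enzyme for full effect; some compounds called inactive have numbers as strong as hits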
Target sequence (Q9HC16 whole entry, looked up): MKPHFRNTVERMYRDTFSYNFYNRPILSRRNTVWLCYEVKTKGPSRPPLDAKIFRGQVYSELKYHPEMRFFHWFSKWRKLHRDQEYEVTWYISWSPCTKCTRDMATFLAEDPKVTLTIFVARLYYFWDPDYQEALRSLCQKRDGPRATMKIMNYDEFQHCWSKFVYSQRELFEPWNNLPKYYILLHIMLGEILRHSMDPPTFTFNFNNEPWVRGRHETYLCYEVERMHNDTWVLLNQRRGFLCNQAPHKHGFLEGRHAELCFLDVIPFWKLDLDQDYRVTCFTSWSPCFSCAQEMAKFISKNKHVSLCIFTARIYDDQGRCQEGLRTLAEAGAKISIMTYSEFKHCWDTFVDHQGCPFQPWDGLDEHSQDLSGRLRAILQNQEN
MPTP inh: blocks calcium-induced mitochondrial swelling; AID 602449; isolated mouse mitochondria, Ca2+ swelling absorbance, 30 min; inhibition, % at 10 µM; 360,000 compounds, 1.4% hits;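 active = inhibition of 50% or more, scaled per plate between neutral and stimulator controls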;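 note: 0% = DMSO wells given calcium and 100% = 1 mM EGTA wells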
GRIN3A LBD mod: modulates the human NR3A ligand-binding domain; Tm shift relative to glycine control, % at 25 µM; AID 1259313; 340,000 compounds, 2.5% hits; NR3A LBD differential scanning fluorimetry, Tm shift; 0% = protein alone, 100% = glycine-bound protein;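 active = melting temperature shift of at least 10% of the positive control shift, at one fixed dose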
EBI2 block: blocks human EBI2 receptor beta-arrestin signaling; P32249; EBI2 beta-arrestin recruitment, luminescence, 7a,25-OHC stimulated; inhibition, % at 5 µM; 360,000 compounds, 0.81% hits; in the data active = inhibition above about 38%;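 note: enzyme fragment complementation signal reports receptor beta-arrestin coupling in cells; 0% = agonist plus DMSO wells and 100% = wells without agonist; some results beyond the cut were filed as inactive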
* marks the source's active call; other numbers are inactive results; · = not tested or not shown.

SMILES	Gli-Sufu antag	APOBEC3A inh	CCR6 antag	CXCR6 inh	A3G deaminase	MPTP inh	GRIN3A LBD mod	EBI2 block
Cc1cc(NC(=O)CCN2C(=O)/C(=C\c3ccccc3)SC2=S)no1	-8	5	7	5	-2	6.7	-3	9
C#CCNc1nc(C(C)C)nc2c1nnn2Cc1ccccc1F	0	4	14	-10	2	1.2	3	24
COc1ccc(CCNC(=O)COC(=O)/C=C/c2cccs2)cc1	-1	1	3	0	-3	1.0	0	-2
N#CC1(NC(=O)COC(=O)c2cc([N+](=O)[O-])ccc2N2CCCC2)CCCCC1	-4	-2	20	11	-4	-0.4	-2	4
Cc1ccccc1CN1CCc2c(OCC(=O)N3CCCc4ccccc43)cccc2C1=O	8	·	33	10	·	7.6	-1	16
CCN(CCO)c1nc(NCc2ccccc2)c2cnn(C)c2n1	-10	-5	6	-4	-8	-0.6	0	2
Cc1cccc(N2CCN(S(=O)(=O)c3ccc4c(c3)C(C)(C)C(=O)N4C)CC2C)c1 (centres undefined)	31	-6	20	-2	-9	0.4	0	-5
COc1ccccc1NC(=O)CSc1nc2nccnc2c(=O)n1Cc1cccs1	-4	1	0	5	4	-2.0	2	-1
COc1ccc2c(-c3ccccc3)cc(=S)[nH]c2c1	7	-4	7	7	14	0.2	-1	14
Cc1cc(OC2CCCCC2)nc(NCc2ccccc2)n1	3	-2	-7	7	-9	1.4	-2	-4
CCOC(=O)C1CCCN(C(=O)c2ccc(-c3ccc([N+](=O)[O-])cc3)o2)C1 (centres undefined)	-15	-4	17	-2	-5	-2.1	-4	-1
CC(=O)N/C(=N\OCc1ccc(Br)cc1)c1nonc1NC(C)=O	-18	-2	12	0	-3	0.1	0	7
CCN1C[C@@H]2[C@@H]3C(=O)N(Cc4ccccc4)C(=O)[C@@H]3[C@](C)(C1=O)N2C(=O)c1ccc(Cl)cc1	-1	·	8	-4	·	0.7	0	-19
CC(C)c1ccc(OCc2ccc(C(=O)N(C)C)o2)cc1	-78	4	11	3	-2	-1.3	-2	7
O=C1N(Cc2ccc(F)cc2Cl)c2ccccc2C12OCCCO2	-2	-1	20	-4	-8	1.1	1	-1
CCOc1cc(CN2CCN(C(=O)c3cccc4ccccc34)CC2)ccc1OC	27	-6	6	-3	-8	0.9	1	2
CCN(CC)C(=O)CCC(=O)Nc1ccc(C(=O)OC)cc1	-8	0	14	-1	-2	5.0	1	-8
CC(C)OCCCNc1nc2c(cnn2C)c(=O)[nH]1	5	·	1	1	·	0.6	2	-13
O=C(CCC1CCCC1)NC1CCCCC1	-24	-3	15	-5	-1	4.4	0	2
N#CCCN(C(=O)CSc1nnc(-c2ccncc2)n1C1CC1)c1ccccc1	-4	-2	5	12	-8	-1.4	0	5
COC(=O)COc1ccc(S(=O)(=O)N2CCOCC2)cc1	-5	-2	-6	-4	-3	1.1	-2	-11
S=C(NCc1cccs1)Nc1cccc(Cl)c1Cl	-5	-2	4	-11	-5	12	-3	-1
CC1(C)CC(=O)C(C=NCC2CCN(C(=O)Nc3ccc(Cl)c(Cl)c3)CC2)=C(O)C1	4	-1	17	-8	-9	-1.5	-13	20
O=C(CN1C(=O)NC2(CCc3ccccc32)C1=O)NCCc1ccccc1 (centres undefined)	23	2	10	9	-4	-1.4	2	-2
O=C(Nc1ccc(Cl)cc1C(=O)N1CCCCC1)c1ccco1	-4	-2	4	6	-7	-0.2	2	4
CN(C)CCCN1CC(=O)N2[C@@H](Cc3c([nH]c4ccccc34)C2(C)C)C1=O	8	-4	-6	2	-6	0.9	-3	10
CCOc1ccc(NCc2cccn2-c2nnc(N3CCC(C(=O)NCCCN4CC(C)CC(C)C4)CC3)s2)cc1 (centres undefined)	6	-10	2	10	-7	-0.3	0	0
O=c1oc2ccccc2c(NC(c2ccccc2)c2ccccc2)c1[N+](=O)[O-]	-9	-1	22	-4	-5	-7.6	-14	0
CC12CCC(=O)N1C(C(=O)NNC(=O)COc1ccccc1Cl)CS2 (centres undefined)	-2	1	-1	-18	-3	-1.0	-1	-8
CCOc1ccc2[nH]c(C(=O)N/N=C/c3ccc(OC)cc3)cc2c1	8	-4	-6	-1	-8	-0.3	·	-15
O=C(CCNC(=O)c1ccc(Cl)cc1)NCC(c1ccco1)N1CCCC1 (centres undefined)	13	-2	6	-17	-6	-1.5	1	-3
COc1ccc(Cl)cc1NC(=O)CSc1cccc[n+]1[O-]	5	4	-3	3	2	0.1	-3	-6
CCN(CC(=O)Nc1cc(C)on1)CC(=O)Nc1ccccc1C(F)(F)F	-5	4	14	5	-1	1.9	-1	-7
CC1CN(C(=O)CSc2nnc(-c3ccncc3)n2-c2ccccc2)CC(C)O1 (centres undefined)	-1	0	7	-8	-5	-0.9	1	-4
O=C(CN1CCN(CCC(=O)Nc2ccccc2F)CC1)Nc1ccc(Cl)cc1	-12	-1	-7	-4	-6	-1.0	0	2
CC(C)(C)c1ccc(NC(=O)C2=CC=CN3CCS(=O)(=O)N=C23)cc1	-24	2	0	7	-6	-0.2	-4	2
Cc1onc(-c2ccccc2)c1-c1n[nH]c(=S)n1-c1ccccc1Cl	4	-2	-1	6	6	-3.2	-3	8
Cc1c(Cc2ccc3c(c2)OCO3)sc(NC(=O)C(C)(C)C)c1C#N	-4	-7	15	-2	-11	0.9	0	5
CCOC(=O)c1c2c3c(cccc3n(C)c1=O)C(=O)c1ccccc1-2	-25	-1	-3	2	55*	0.1	1	0
COc1ccc(-n2ncc3c(=O)n(CC(=O)N4c5ccccc5CC4C)cnc32)cc1 (centres undefined)	-5	2	20	5	1	1.6	-2	6
COc1ccc(NC(=O)CSC2CCCCC2)cc1	3	-1	18	2	-9	0.6	-1	8
CCCCn1c(N)c(Sc2ccc([N+](=O)[O-])cc2)c(=O)[nH]c1=O	19	3	2	-7	-1	0.5	-2	10
O=C(Nc1ccccc1)c1cccnc1N1CCOCC1	2	-3	17	-1	-6	0.6	0	2
CCOC(=O)c1ccccc1NC(=O)c1cccc([N+](=O)[O-])c1	2	0	14	-6	-7	0.5	0	-1
Cc1ccc(NC(=O)NC2CC(=O)N(c3ccc4c(c3)OCCO4)C2)cc1 (centres undefined)	-2	-2	9	-7	-7	-3.3	2	5
Cc1noc(C)c1CSc1nnc2scc(-c3ccc(Cl)cc3)n12	9	-1	37	17	-9	-1.1	1	24
COC(=O)C1=C(C(=O)OC)[C@@H]2N(C)c3ccc(OC)cc3[C@@]23C[C@@H](C(=O)OC)N(C(=O)COCc2ccccc2)C3=N1	4	-5	2	·	-9	·	-2	·
COc1ccccc1-c1csc(Cc2nnc3n2CCCCC3)n1	3	1	-5	-6	-5	-2.4	1	-4
O=C(NCc1cccnc1)C(=O)N/N=C/c1ccccc1[N+](=O)[O-]	-2	0	13	2	-6	0.0	-3	-11
Cc1cc(=O)oc2cc(OCC(=O)OCC(=O)Nc3ccc4ccccc4c3)ccc12	-13	2	-2	1	1	0.4	4	-7

The list continues.
SMILES	Gli-Sufu antag	APOBEC3A inh	CCR6 antag	CXCR6 inh	A3G deaminase	MPTP inh	GRIN3A LBD mod	EBI2 block
CC1CCCCC1Nc1ncnc2sccc12 (centres undefined)	3	4	8	-10	2	-0.1	1	-3
CCCCN=Cc1c(C)[nH]n(-c2ccccc2)c1=S	0	2	17	17	22	-3.2	-12	5
Cn1c(SCC(=O)NNC(=S)Nc2ccccc2)nnc1-c1ccccc1	-2	-3	-2	12	-1	0.9	-2	-5
Fc1ccc(NC(=S)NN=Cc2ccccc2Cl)cc1	-1	·	34	13	·	2.0	-6	39
O=S(=O)(NCCO)c1ccc2c(c1)Cc1cc(S(=O)(=O)NCCO)ccc1-2	2	-3	0	3	-10	-1.4	-2	-15
COC(=O)c1ccc(NC(=O)CSc2ccccc2)cc1	-16	2	12	1	4	4.3	-10	-3
COc1ccccc1NC(=O)CN1CCC(n2nnc3cc(F)ccc32)CC1	7	-2	25	0	-3	0.5	0	10
O=C(COC(=O)c1ccco1)Nc1cc(S(=O)(=O)N2CCOCC2)ccc1Cl	4	0	8	4	-5	-0.1	-2	0
O=S1(=O)CSCS(=O)(=O)C1	3	·	-9	1	·	-2.2	-3	0
COc1ccccc1/C=C1/SC(=S)N(C(C)C(=O)NC2C=CS(=O)(=O)C2)C1=O (centres undefined)	2	0	18	-2	6	0.1	3	6
O=C(Nc1cccc(F)c1)c1coc(=O)c(Br)c1	1	17	-5	9	8	92*	4	-20
FC(F)Oc1ccc(C2=Nn3c(nnc3-c3ccccc3Cl)SC2)cc1OCC1CC1	4	-2	7	10	0	3.3	-2	11
COc1cc(C(=O)Nc2ccc3c(c2)N(C(=O)CCN(C)C)c2ccccc2CC3)cc(OC)c1OC	29	-3	6	-2	-6	1.5	0	6
COc1ccc(C(=O)NCc2nnc(SCC(=O)N3CCCC3)o2)cc1	-32	-2	18	-1	7	-0.8	1	-7
CSc1nnc(-c2ccco2)n1-c1ccccc1	-5	2	13	-7	-9	2.1	-1	2
Cn1c(=O)c2[nH]c(CCCc3nc4ccccc4[nH]3)nc2n(C)c1=O	7	·	10	-3	·	-1.3	1	-16
O=C(CCN1C(=O)/C(=C/c2ccccc2Cl)SC1=S)Nc1ccccc1C(=O)O	7	0	1	-3	0	2.6	1	8
CC(C)(C)C(=O)Cn1ncc(Cl)c(Cl)c1=O	-4	·	-4	3	·	1.7	1	8
Cc1ccc(OCCC(=O)N2CCN(c3ccc(O)cc3)CC2)cc1	54	-3	1	8	30	3.3	0	-15
COc1cccc(C2=NOC(C(=O)NCc3ccccc3)C2)c1 (centres undefined)	-1	·	9	-4	·	-1.2	1	3
COc1cc(/C=C(\NC(=O)c2ccccc2)C(=O)NCCO)c([N+](=O)[O-])cc1OC	-15	-1	3	-5	-5	0.6	0	-3
O=C(NC1CCCC1)c1cc2cc(Br)ccc2o1	·	7	21	-1	-2	-0.1	1	12
Cc1cc(C)n(Cc2ccc(NC(=O)c3ccc(COc4ccccc4Br)cc3)cc2)n1	2	5	-5	-3	1	-0.2	10*	16
COc1cc(Br)c(C(C)NC(=O)c2cccc(Br)c2)cc1OC (centres undefined)	-7	1	5	-9	-6	-0.7	-2	8
COc1ccc(NC(=O)CCCOc2ccc(Cl)c(C)c2)cc1S(=O)(=O)N1CCOCC1	1	-5	5	-10	-8	0.5	-5	8
CCOC(=O)C1=C(N)N2C(=O)CSC2=C(C(=O)OC)C1	0	-1	10	-3	0	0.2	1	4
CC(/C=C/c1ccco1)=N\NC(=O)C(O)c1ccccc1 (centres undefined)	-22	-2	-6	3	-7	1.1	-1	-4
COc1ccccc1-c1cc2nc(C)c(CCC(=O)NCc3ccco3)c(C)n2n1	12	-2	-3	-1	-8	-1.0	-1	1
CC(C)(C)OC(=O)NCc1ccc(CNC(=O)c2nc[nH]c2C(=O)N2CCN(C(=O)OC(C)(C)C)CC2)cc1	11	-1	-3	-9	-9	1.5	3	-26
COc1ccccc1C(=O)NCC(=O)OC(C)C(=O)NC1CCCCC1C (centres undefined)	3	-2	6	10	-4	0.3	1	10

3 records picked at random from the list so far, as already listed:
SMILES	Gli-Sufu antag	APOBEC3A inh	CCR6 antag	CXCR6 inh	A3G deaminase	MPTP inh	GRIN3A LBD mod	EBI2 block
Cn1c(=O)c2[nH]c(CCCc3nc4ccccc4[nH]3)nc2n(C)c1=O	7	·	10	-3	·	-1.3	1	-16
CC(C)OCCCNc1nc2c(cnn2C)c(=O)[nH]1	5	·	1	1	·	0.6	2	-13
CCN(CC(=O)Nc1cc(C)on1)CC(=O)Nc1ccccc1C(F)(F)F	-5	4	14	5	-1	1.9	-1	-7
